Screening data: PubChem BioAssay, The Scripps Research Institute Molecular Screening Center
CHO parental Ca: ATP-evoked calcium signal inhibitors, parental CHO, primary screen, counter-screen for OX1R antagonist project, cell-based, fluorescence, Fluo-8 calcium dye; 330,000 tested, 0.63% active; parental CHO-K1, ATP-induced calcium, Fluo-8 fluorescence; inhibition, % at 5.6 µM; AID 463079, 2010;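 active means inhibition above that plate's mean sample inhibition plus 3 SD, cut at about 26% in these data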;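 further: 0% = ATP-challenged DMSO wells and 100% = DMSO wells without ATP; some compounds past the cut are filed as inactive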
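Material: parental CHO cells / Compound: single nominal dose of 5.6 µM per compound / Signal: Fluo-8 fluorescence / Replicates: singlicate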
M1 PAM parental: nonselective calcium activators in parental CHO-K1 cells, primary screen, counter-screen for M1 PAM project, cell-based, Fluo-8 calcium fluorescence, full deck, 1536-well | ATP EC20; 0% at ATP EC20, 100% at ATP max | activation, % at 3 µM | 360,000 tested, 0.02% active | AID 602247, 2012;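 active means activation above the run cutoff, the mean activation of all test compounds plus 3 SD, cut at about 40% in these data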;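 further: peak over basal fluorescence ratio in a 140 s read after ATP addition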
TAAR1 antag: human TAAR1 antagonists, primary screen, Fluo-8 calcium fluorescence, CHO RD-HGA16 cells | antagonist | 360,000 tested, 1.5% active | AID 624466, 2012 | inhibition, % at 3 µM;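 active means inhibition above a per-plate cutoff, the mean inhibition of test compounds on that plate plus 3 SD, cut at about 49% in these data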;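 further: 0% = DMSO plus EC80 beta-PEA response and 100% = DMSO alone without agonist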
Target sequence (Q96RJ0 whole entry, looked up): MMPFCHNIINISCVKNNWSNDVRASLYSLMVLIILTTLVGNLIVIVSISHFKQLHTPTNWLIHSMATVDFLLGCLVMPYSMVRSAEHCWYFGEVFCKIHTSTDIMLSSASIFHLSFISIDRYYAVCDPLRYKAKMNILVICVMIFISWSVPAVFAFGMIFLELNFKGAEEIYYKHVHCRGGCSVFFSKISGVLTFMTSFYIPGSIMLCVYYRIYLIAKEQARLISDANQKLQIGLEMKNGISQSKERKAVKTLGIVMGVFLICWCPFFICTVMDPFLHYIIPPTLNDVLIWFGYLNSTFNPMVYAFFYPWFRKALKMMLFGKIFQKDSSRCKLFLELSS
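Test system: RD-HGA16 CHO cells with stable hTAAR1 and Gα16 / Probe or stimulus: EC80 β-phenethylamine stimulus / Times: seeding 17-24 h prior, 75-min 37 °C, 30-min RT dye loading / Detection: Fluo-8 calcium-sensitive fluorescence / Read-out basis: % inhibition scaled between DMSO and EC80 PEA controls / Repeats: singlicate, one well per test compound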
M1 ag parental: counter-screen for M1 agonists: effect in parental CHO-K1 cells | Fluo-8 calcium fluorescence; scaled to maximal ATP response, vehicle zero | activation, % at 3 µM | 360,000 tested, 0.48% active; in the data active means activation above about 15%;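 further: untransfected CHO-K1 host cells lacking M1 receptor as counterscreen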
M1 ag: human M1 muscarinic receptor agonists, primary screen, Fluo-8 calcium fluorescence, CHO-K1 cells, HTS. CHO-K1 hM1, agonist mode; 0% DMSO, 100% acetylcholine EC100. activation, % at 3 µM. 360,000 tested, 0.33% active. AID 588814, 2011. Muscarinic acetylcholine receptor M1 (Homo sapiens), P11229;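 active means activation above the run's mean compound activation plus 3 SD, cut at about 16% in these data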;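 further: peak over basal fluorescence ratio within a 140 s kinetic read after compound addition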
Target sequence (P11229 whole entry, looked up): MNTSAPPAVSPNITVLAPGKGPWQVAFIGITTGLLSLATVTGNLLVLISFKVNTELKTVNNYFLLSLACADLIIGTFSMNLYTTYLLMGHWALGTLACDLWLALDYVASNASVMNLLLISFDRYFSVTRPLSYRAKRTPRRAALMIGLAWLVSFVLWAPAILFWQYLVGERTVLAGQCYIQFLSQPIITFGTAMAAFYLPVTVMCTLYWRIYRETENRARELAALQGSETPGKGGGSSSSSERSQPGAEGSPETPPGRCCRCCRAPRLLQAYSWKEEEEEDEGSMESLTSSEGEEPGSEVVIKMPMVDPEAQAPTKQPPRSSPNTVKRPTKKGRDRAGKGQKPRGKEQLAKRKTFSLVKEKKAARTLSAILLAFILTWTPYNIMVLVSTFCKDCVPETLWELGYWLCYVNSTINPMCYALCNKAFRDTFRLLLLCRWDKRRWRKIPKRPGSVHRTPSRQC
CHO-K1 Ca antag: nonselective inhibitor or artifact in parental CHO-K1 cells | ATP-induced calcium, Fluo-8 fluorescence | inhibition, % at 3 µM | 360,000 tested, 0.6% active | AID 602250;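 active means inhibition above a per-plate cutoff, the plate's mean sample inhibition plus 3 SD, cut at about 24% in these data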;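 further: 0% = DMSO plus EC80 ATP and 100% = DMSO alone without ATP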
CHRM1 antagonist: human M1 muscarinic receptor antagonists, primary screen, CHO-K1 cells, Fluo-8 calcium fluorescence, 1536-well; Muscarinic acetylcholine receptor M1 (Homo sapiens), P11229; CHO-K1 hM1, ACh EC80 antagonist; inhibition, % at 3 µM; 360,000 tested, 1.3% active;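 active means percent inhibition above its own plate's cutoff, namely the mean of that plate's compound wells plus 3 SD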;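 further: peak over basal fluorescence ratio during 140 s after agonist addition; 0% = ACh EC80 plus DMSO and 100% = DMSO alone without agonist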
TAAR1 ag: human TAAR1 agonists, primary screen, Fluo-8 calcium fluorescence, CHO RD-HGA16 cells | vehicle wells 0%, saturating PEA agonist 100% | activation, % at 3 µM | 360,000 tested, 0.99% active;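 active means activation above the mean activation of all test compounds in the run plus 3 SD, cut at about 38% in these data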
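Signal – calcium-sensitive Fluo-8 signal, excitation 470-495, emission 515-575 nm · System – RD-HGA16 (CHO) cells co-expressing Gα16 and hTAAR1 · Incubation – 17-24 h seeding, 75 min 37 °C dye, 30 min RT · Compound dosing – 3 µM single concentration · Repeats – no replicates (n 1)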
M1 PAM: human M1 muscarinic receptor positive allosteric modulators, primary screen, CHO-K1 cells, Fluo-8 calcium fluorescence, 1536-well. Muscarinic acetylcholine receptor M1 (Homo sapiens), P11229. AID 588819, 2011. activation, % at 3 µM. CHO-K1 hM1, ACh EC20; 0% = ACh EC20, 100% = maximal ACh. 360,000 tested, 0.088% active; in the data active means activation above about 19%, passing the limit was not always enough
An asterisk follows results filed as active; / = no result given.

Values run as follows: TAAR1 ag, M1 PAM parental, CHO-K1 Ca antag, M1 ag parental, TAAR1 antag, CHO parental Ca, M1 ag, CHRM1 antagonist, M1 PAM
- O=[N+]([O-])c1ccccc1N=Nc1c(O)[nH]c2ccc(F)cc12
  0, 5, -1, -0.1, -5, /, -1, -13, 3
- CCSc1cnn(-c2ccccc2)c(=O)c1Cl
  0, 10, 0, -0.2, -30, 5, -5, -6, 1
- Clc1ccc(OCCOCCOc2cccc3cccnc23)c(Br)c1
  2, 25, -15, 2.9, -20, -40, -7, -13, 11
- CCOc1ccc(CNC(=O)Cn2ccc3cc(S(=O)(=O)N4CCCCCC4)ccc32)cc1
  0, -19, -7, 0.6, -7, -7, 0, 8, 1
- Cc1ccc(-n2nnnc2Sc2nc([N+](=O)[O-])nn2C)cc1C
  17, 11, -6, 1.1, 6, -20, 2, -11, 5
- C[C@@H](NC(=O)c1coc(=O)c(Br)c1)c1ccccc1
  8, 20, -9, -0.1, 3, -19, -3, -5, 4
- OC1CCC(NC(=S)Nc2ccc(SC(F)F)cc2)CC1 (stereo not given)
  2, 4, -12, 0.2, 18, 20, -1, -9, 8
- O=C(O)c1ccc(OS(=O)(=O)c2ccc(Cl)s2)cc1
  1, 4, 0, 1.6, 9, /, -1, -3, 4
- CN(Cc1cccs1)C(=O)CN1CCN(S(=O)(=O)c2ccc3c(c2)OCCCO3)CC1
  -2, 2, -4, 1.1, -8, /, -4, -11, 8
- O=S(=O)(Nc1ccc(N2CCCCC2)cc1)c1cccs1
  17, 12, -18, 3.6, -10, 6, -9, -12, 3
- Cc1ccc(S(=O)(=O)NCCNc2ccc(Br)c(C)c2)cc1
  6, 3, -4, 5.5, -6, 37*, -3, 23, -13
- CN1C(=O)N(C)C(NC(=O)Nc2ccccc2)C1NC(=O)Nc1ccccc1 (stereo not given)
  2, 15, -15, 0.2, 4, 0, -4, -9, 4
- COc1ccc(-c2ccc(-c3noc(C(C)C)n3)c(OC)n2)cc1
  1, -4, 18, 0.2, -31, -33, -3, 4, 0
- COCCCC1CCN(Cc2cn[nH]c2-c2cc(OC)c(OC)c(OC)c2)CC1
  0, 24, -20, 1.3, -9, -4, -4, -18, 7
- Cc1ccc(/C=C2\SC(=S)N(C3CCS(=O)(=O)C3)C2=O)cc1 (stereo not given)
  2, 15, -3, -0.1, -4, -15, -2, 1, 7
- CCOC(=O)c1[nH]c2ccc(F)cc2c1NC(=O)C(C)N1CCc2cc(OC)c(OC)cc2C1 (stereo not given)
  7, 18, -4, 1.4, -5, -9, -4, -6, 7
- O=C(COC(=O)Cc1ccccc1[N+](=O)[O-])NCC1CCCCC1
  1, -7, -2, 0.5, 4, -15, -3, 3, -3
- Cc1ccccc1-c1noc(-c2ccccc2C(=O)NCc2ccco2)n1
  3, 10, -12, 4.0, 27, -18, -3, -6, 2
- CCCOc1ccc(N2C(=O)CC(SCCc3nc4ccccc4[nH]3)C2=O)cc1 (stereo not given)
  12, 11, -2, 1.6, 11, -11, -4, 6, 0
- COc1ccc2ccccc2c1C(=O)/C=C\c1ccoc1
  1, 3, 4, -0.6, -12, -8, -8, 6, -4
- CC(=O)c1cc2c(cc1NC(=O)c1ccco1)OCCO2
  1, -11, 25*, -0.4, -23, -9, -5, 17, -9
- O=C(NCc1ccncc1)C(=O)NCc1ccncc1
  1, -9, -8, 0.1, -39, 1, 1, -11, 11
- CC(=C/c1ccco1)/C=N/N1CCN(c2ccccc2)CC1
  5, 16, -9, -0.2, -10, -12, -6, -10, 9
- CC(=C1C(=O)c2ccccc2C1=O)N1CCN(c2ccc(F)cc2)CC1
  6, -21, -2, 0.2, -43, -11, -3, -15, 7
- O=C(N[C@@H](Cc1ccccc1)C(=O)Nc1ccc(F)cc1)C1CCNCC1
  1, -11, 8, 0.1, -5, -6, -2, 10, 0
- CCNc1ccc(C(=O)OCC(=O)NC(C)c2ccccc2)cc1[N+](=O)[O-] (stereo not given)
  2, -2, 9, 0.9, 5, -7, -6, 0, -3
- CNC(=O)c1sc(-c2ccccn2)nc1C
  1, -10, -2, 3.8, 4, -4, -5, 4, -3
- NC(=O)C1CCN(C(=O)c2cc3c(s2)CCCCC3)CC1
  0, 4, -14, 0.5, 14, -10, -4, -1, 5
- CCC(=O)NS(=O)(=O)c1ccc(N=NN2CCCCC2)cc1
  2, 24, -6, 0.6, -3, 5, -3, -3, 8
- CCOC(=O)c1ccc(-c2ccc(/C=N/NC(=O)c3cncc(Br)c3)o2)cc1
  1, 22, -11, 0.6, 9, -12, 0, -17, 13
- O=C(CCCn1cc([N+](=O)[O-])cn1)Nc1cccnc1
  11, 18, -4, 0.3, -8, 0, -2, -7, 4
- COC(=O)N1C2CCCCC2=NN(c2ccccc2)N1C(=O)OC (stereo not given)
  1, -5, 7, 0.0, -29, /, 12, 1, 11
- COc1ccc(OCCOc2ccc(N(C)S(=O)(=O)c3ccccc3)cc2)cc1
  4, 6, -8, 1.1, 27, 14, -1, 7, -4
- COC(=O)COc1ccc2oc(=O)cc(C)c2c1
  10, 9, -4, -0.2, -7, 7, -4, -15, 6
- COc1ccc(N2CCN(C(CNS(=O)(=O)c3ccc(C)cc3)c3ccccc3)CC2)cc1 (stereo not given)
  0, 9, -11, -0.5, -1, -18, -3, -11, 3
- Cc1ccccc1NS(=O)(=O)c1ccc2[nH]c(=O)[nH]c2c1
  0, -5, 2, 0.8, 10, -1, -5, 0, -4
- Cc1cc(Cl)ccc1N(CC(=O)NCc1ccc2c(c1)OCO2)S(C)(=O)=O
  10, -7, 12, 4.0, -11, -33, -5, 6, -5
- CCOC(=O)C1CCCN(C(=O)c2sc(-c3ccccc3)nc2C)CC1 (stereo not given)
  1, 19, -15, 2.2, -13, /, 0, 1, -1
- CN(C)NC1CCS(=O)(=O)C1 (stereo not given)
  0, 18, -3, -0.2, 8, -2, -4, -6, 6
- C=CCNC(=O)CSc1nnc(-c2ccccn2)n1Cc1ccccc1
  6, -6, 4, 0.0, 11, -11, -4, 7, -4

Limited to M1 ag, CHO parental Ca and M1 PAM, for some of the entries so far:
Molecule | M1 ag | CHO parental Ca | M1 PAM
CNC(=O)c1sc(-c2ccccn2)nc1C | -5 | -4 | -3
O=C(COC(=O)Cc1ccccc1[N+](=O)[O-])NCC1CCCCC1 | -3 | -15 | -3
Cc1ccc(-n2nnnc2Sc2nc([N+](=O)[O-])nn2C)cc1C | 2 | -20 | 5
O=C(NCc1ccncc1)C(=O)NCc1ccncc1 | 1 | 1 | 11

Later entries.
Values run as follows: TAAR1 ag, M1 PAM parental, CHO-K1 Ca antag, M1 ag parental, TAAR1 antag, CHO parental Ca, M1 ag, CHRM1 antagonist, M1 PAM
- O=C(NC1CCCc2ccccc21)c1ccc(Cl)nc1 (stereo not given)
  5, -4, 8, 0.1, 12, -14, -5, 11, 1
- CCc1cccc(NC(=O)CCCN2C(=O)NC(C)(C)C2=O)c1
  7, -3, -5, 0.0, -8, 0, 2, 3, -7
- Cc1ccn2cc(CSc3ccccc3N)nc2c1
  13, -9, 9, -0.4, 1, -5, -14, -4, 10
- COc1ccc(CNC(=O)N[C@H](C(=O)O)C(C)C)cc1OC
  1, -7, 2, -0.2, -17, -4, -2, -5, 5
- CCC(=O)Oc1ccc2c(C)cc(=O)oc2c1C(=O)c1ccccc1
  0, 10, -3, 0.1, -11, -15, -6, 0, 3
- CCOc1ccc(CCNC(=O)c2nccnc2C(=O)O)cc1OCC
  1, -4, -11, 1.0, -3, -5, -6, -8, 7
- COc1ccc(NC2CCCN(C(=O)c3ccc(OC)o3)C2)cc1 (stereo not given)
  -1, 7, -4, -0.4, -3, -16, -3, -18, 12
- CC(=O)Nc1ccc(NC(=O)C(C)OC(=O)CNC(=O)c2ccc(-c3ccccc3)cc2)cc1 (stereo not given)
  2, -22, 3, 0.2, 23, -2, 0, -11, 9
- CC1CCC(NC(=O)COC(=O)CSc2ccc(C(N)=O)cc2[N+](=O)[O-])CC1 (stereo not given)
  -1, 24, -12, 0.1, -8, 1, -4, 2, 9
- Cc1noc(C)c1NC(=O)N(C)C[C@@H]1Oc2ccc(NC(=O)C3CCCCC3)cc2C(=O)N([C@@H](C)CO)C[C@H]1C
  8, -9, -5, -0.1, 9, 3, -3, -4, 4
- CCOC(=O)CN1C(=O)N[C@@H](CCc2ccccc2)[C@H](C(=O)OC)[C@H]1C
  3, 9, -8, 0.3, -1, -6, -5, 1, 0
- COc1cccc(CC(=O)Nc2cccc3ccccc23)c1
  1, -7, -6, 1.4, -18, -5, -9, 4, 2
- COc1ccc2oc(C(=O)NN3C(C)CCCC3C)c(C)c2c1 (stereo not given)
  0, 11, -17, 0.2, -18, -1, -4, -13, 11
- CCCN1CCN(CCCNC(=O)c2ccc3c(=O)n(CCc4ccccc4)c(=O)[nH]c3c2)CC1
  2, -7, -8, 1.1, -31, -2, -5, -10, -2
- CCn1c(C)c(C)c2cc(C(=O)N3CCc4ccccc4C3)ccc21
  3, -14, 14, -0.4, -10, -22, 4, -5, 17
- Cc1cccc(COc2ccc(S(=O)(=O)N3CCOCC3)cc2[N+](=O)[O-])c1
  2, -2, 5, 0.3, -2, /, -5, 2, -1
- CCN(C(=O)Cc1c(C(=O)O)n(C)c2ccccc12)c1cc(OC)ccc1OC
  7, 2, 22, 5.9, -8, -10, -3, -5, 4
- COc1ccc(NC(C)=O)cc1NC(=O)c1cccc(C(F)(F)F)c1
  -1, -14, 0, -0.7, -3, 5, -1, 17, -3
- O=C(/C=C/c1ccc(Cl)cc1)N(Cc1ccccc1)c1ccccn1
  2, 9, 0, 0.2, 5, -19, -10, -7, 4
- CN(Cc1ccccc1)S(=O)(=O)c1ccc(Cl)nc1
  -1, 15, -13, 0.9, 14, 0, -4, -2, 3
- CSc1ncccc1C(=O)OCC(=O)Nc1ccc2c(c1)CCC2
  -1, -15, -10, 0.1, 16, -8, -3, -9, 7
- COc1cccc(C=Nc2cc(C)on2)c1O
  15, 6, 5, 0.3, -17, -1, -2, -1, 4
- COc1cccc(CN2CCNC(=O)C2CC(=O)NCCc2cccc(C)n2)c1OC (stereo not given)
  6, 12, -10, 0.7, 5, -4, -7, -11, 11
- CC(Cc1ccccc1)=NNc1ccc([N+](=O)[O-])cc1[N+](=O)[O-]
  2, 2, -4, 0.3, 1, /, 1, -3, -2
- Cc1cc(Br)ccc1NC(=O)c1ccco1
  -2, -1, 2, 0.0, -1, -2, -5, 4, -6
- COc1ccc(-c2cnc3c(NC(C)=O)cc(-c4cccc(C(=O)NCCO)c4)cn23)cc1OC
  0, 14, -16, -0.2, -40, /, -9, -18, 4
